Assay outcomes deposited in PubChem by Sanford-Burnham Center for Chemical Genomics.
NR3A LBD binder: modulators (binders) of human NR3A ligand-binding domain; AID 1259313; 340,000 compounds, 2.5% hits; NR3A LBD differential scanning fluorimetry, Tm shift; 0% = protein alone, 100% = glycine-bound protein; Tm shift relative to glycine control, % at 25 µM;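 active = melting temperature shift of at least 10% of the positive control shift, at one fixed dose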
APJ antag: blocks the human apelin receptor APJ. P35414. CHO-K1 APJ beta-arrestin complementation, luminescence. inhibition, % at 20 µM. 330,000 compounds, 0.32% hits. AID 2521;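 active = inhibition above about 40% at 20 µM, limit read from the data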;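 also: cells challenged with 10 nM apelin-13 agonist together with compound; plate controls were apelin-13 plus DMSO wells for no effect and DMSO wells lacking apelin-13 for full effect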
Target sequence (P35414 whole entry, looked up): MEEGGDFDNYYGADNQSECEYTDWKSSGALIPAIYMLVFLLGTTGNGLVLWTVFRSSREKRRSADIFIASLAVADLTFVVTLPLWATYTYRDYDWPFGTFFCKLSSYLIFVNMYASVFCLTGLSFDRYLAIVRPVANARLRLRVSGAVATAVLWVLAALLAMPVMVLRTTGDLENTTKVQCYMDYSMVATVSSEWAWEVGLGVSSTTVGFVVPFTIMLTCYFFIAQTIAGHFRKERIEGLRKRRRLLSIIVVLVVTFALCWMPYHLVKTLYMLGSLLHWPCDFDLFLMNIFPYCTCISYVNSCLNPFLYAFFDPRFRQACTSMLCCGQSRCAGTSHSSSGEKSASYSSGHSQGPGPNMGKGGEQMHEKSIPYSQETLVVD
APJ agonist: agonists of human APJ apelin receptor. activation, % at 20 µM. CHO-K1 APJ PathHunter beta-arrestin, luminescence; 0% DMSO wells, 100% apelin. P35414. AID 2520. 330,000 compounds, 0.11% hits;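 active = activation more than six SD over the plate average, tested at 20 µM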;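 also: 0% = DMSO alone and 100% = apelin-13 at 10 nM; some results filed as inactive read as strong as hits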
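system = engineered CHO-K1 APJ arrestin reporter cells | input = 1000 cells per well | timing = overnight seeding, 90 min compound at 25 °C, 1 h detection | measured by = enzyme-fragment complementation luminescence | read-out = beta-arrestin recruitment to APJ as agonist activity, luminescent signal | control set = negative DMSO alone, positive Apelin-13 at 10 nM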
TIM10 inh: inhibits growth of TIM10 yeast strain. S. cerevisiae TIM10 strain growth, BacTiter-Glo luminescence, 24 h. inhibition, % at 10 µM. 330,000 compounds, 1.4% hits. AID 463195;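 active = inhibition of 40% or more at the single tested concentration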;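 also: wild-type TIM10 isogenic control strain grown at permissive 25 °C; 0% = DMSO yeast wells and 100% = minimal medium wells without yeast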
MPTP inh: permeability transition pore inhibition; isolated mouse mitochondria, Ca2+ swelling absorbance, 30 min; inhibition, % at 10 µM; 360,000 compounds, 1.4% hits; AID 602449;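 active = inhibition of 50% or more, scaled per plate between neutral and stimulator controls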;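 also: 0% = DMSO wells given calcium and 100% = 1 mM EGTA wells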
tim23-1 inh: growth inhibitors of tim23-1 mutant yeast; S. cerevisiae tim23-1 growth, BacTiter-Glo luminescence, 24 h; inhibition, % at 20 µM; 330,000 compounds, 1.3% hits;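 active = growth inhibition of the mutant yeast at or above 50%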;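 also: temperature-sensitive mutant grown at 25 °C; plate controls were DMSO-treated mutant yeast for no effect and medium wells lacking yeast for full effect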
NLRP3 yeast inh: blocks the NALP3 inflammasome reconstituted in yeast. Yeast reconstituted NLRP3/ASC/caspase-1, beta-gal luminescence, 24 h. 330,000 compounds, 0.39% hits. inhibition, % at 10 µM;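 active = inhibition of 50% or more; inactive = inhibition below 50%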;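 also: plate controls were induced DMSO wells for no effect and uninduced yeast grown without galactose for full effect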
beta cell repl: inducers of beta-cell replication in MIN6 cells. MIN6 cells proliferation, ATPlite luminescence, 48 h; cells starved in 0.2% serum; 100% = growth in 10% serum. proliferation, % at 10 µM. 330,000 compounds, 0.29% hits. AID 2380;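 active = compounds whose signal lies at least 3.5 SD above the mean of all wells on their plate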;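 also: 0% = DMSO-treated cells in low-serum medium and 100% = 10% serum control; some compounds called inactive have numbers as strong as hits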
tim10-1 inh: growth inhibitors of tim10-1 mutant yeast; S. cerevisiae tim10-1 ts strain growth, BacTiter-Glo, 24 h; AID 463190; 330,000 compounds, 2.2% hits; inhibition, % at 20 µM;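 active = inhibition of at least 40%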;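 also: mutant grown at 25 °C; 0% = DMSO wells with yeast and 100% = wells holding no yeast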
The depositor's hits bear a star; x = no result given. The order is random. About 7.2% of those tested had a hit in this group.

[1] CCOC(=O)/C=C1\CC(=O)Nc2cc(C)c(C)cc2N1
[2] c1cc(-c2ccncc2)ccn1
[3] O=C(Nc1ccccc1Cl)c1ccc2ccccc2c1
[4] CN(CC(=O)NC1CCN(Cc2ccccc2)CC1)S(=O)(=O)c1ccc2c(c1)c(=O)n(C)c(=O)n2C
[5] O=C1c2cccc3cccc(c23)C(=O)N1c1ccccc1Cl
[6] CC(=O)Nc1ccc(NC(=O)COC(=O)c2ccccc2SCC(=O)N2CCCC2)cc1

compound no.	1	2	3	4	5	6
NR3A LBD binder	-15	-3	-1	0	0	0
APJ antag	22	1	22	4	2	5
APJ agonist	3	-2	-4	-2	-1	-2
TIM10 inh	-9	-7	-2	13	16	-13
MPTP inh	1.1	0.6	0.1	0.2	-0.1	0.2
tim23-1 inh	-12	-1	-1	-2	9	8
NLRP3 yeast inh	18	-14	32	6	21	-1
beta cell repl	1	-3	0	-3	-1	-5
tim10-1 inh	-1	14	1	8	5	-14

[7] O=C(COC(=O)c1cccc(C(F)(F)F)c1)NCc1ccc(Cl)cc1
[8] O=Cc1cnc(N2CCN(Cc3ccccc3)CC2)s1
[9] Cn1c(=O)c(C(=O)NNC(=O)c2ccc(Br)cc2)c(O)c2ccccc21
[10] CC(C)COc1nc2ccccc2c(=O)n1OCC(=O)O
[11] CN1CCN(c2nc(-c3ccccc3)nc(-c3ccc(F)cc3)c2C#N)CC1
[12] Cc1ccc(N=Nc2c(O)[nH]c3ccc(F)cc23)cc1

compound no.	7	8	9	10	11	12
NR3A LBD binder	2	-1	-2	-2	-3	6
APJ antag	9	2	1	-12	-39	18
APJ agonist	2	0	-4	-3	-2	-9
TIM10 inh	4	-4	64*	-11	21	6
MPTP inh	-0.6	-3.5	2.7	-1.8	14	2.8
tim23-1 inh	7	11	1	-3	29	18
NLRP3 yeast inh	16	7	60*	14	13	26
beta cell repl	0	-2	-6	-1	-5	-1
tim10-1 inh	6	5	22	-9	18	26

[13] CCOc1ccc(-c2c(C(=O)N/N=C/c3ccc(C)o3)nnn2-c2nonc2N)cc1
[14] C=C(C)C1CC=C(C)/C(=N/NC(=O)COc2ccccc2Cl)C1 (stereo unspecified)
[15] Cn1c2ccccc2c2cc(/C=N/NC(=O)c3cc(O)cc(O)c3)ccc21
[16] COc1ccc(-c2n[nH]c(C)c2-c2ccc(Cl)cc2)c(O)c1
[17] O=C1N(Cc2cccnc2)C[C@@H]2C[C@@H](c3cccc(Oc4ccccc4)c3)N3CCC[C@@]123
[18] CN(C)CCCn1c(N)c(C#N)c2nc3ccccc3nc21

compound no.	13	14	15	16	17	18
NR3A LBD binder	-4	-5	28*	10*	0	-4
APJ antag	-1	-4	11	-16	12	-4
APJ agonist	2	-2	-3	-1	0	2
TIM10 inh	0	-2	-2	-1	17	10
MPTP inh	-1.0	-1.5	-1.2	4.8	3.3	1.5
tim23-1 inh	5	32	6	36	15	17
NLRP3 yeast inh	4	9	-2	26	6	-4
beta cell repl	0	-1	0	-3	4	0
tim10-1 inh	-5	15	5	30	23	9

[19] Cc1cc(C)cc(OCC(O)CN2CC(C)OC(C)C2)c1 (stereo unspecified)
[20] O=c1nc2ccccc2c2n1CC(CN1CCN(c3ccc(F)cc3)CC1)N2 (stereo unspecified)
[21] CCCNC(=O)c1cccc(Br)c1
[22] COc1cc(NC(=O)CSc2nnc3c(n2)[nH]c2ccc(S(=O)(=O)NC(C)C)cc23)cc(OC)c1OC
[23] CCCCCCCCCc1nc2sc3c(c2c(=O)n1NC(=O)c1ccc([N+](=O)[O-])cc1)CC(C)(C)OC3
[24] CC(Oc1ccccc1)c1ccnc2nc(N3CCOCC3)nn12 (stereo unspecified)

compound no.	19	20	21	22	23	24
NR3A LBD binder	1	-1	-1	3	24*	1
APJ antag	18	-11	-8	12	9	7
APJ agonist	-2	-1	-1	-1	-1	-1
TIM10 inh	-61	3	-2	-11	-5	-13
MPTP inh	-0.7	21	0.6	0.7	98*	-1.8
tim23-1 inh	2	18	7	2	11	-8
NLRP3 yeast inh	29	25	15	13	19	18
beta cell repl	1	6	-2	-3	-3	1
tim10-1 inh	-64	13	0	-4	35	-9

[25] COc1cc(/C(C)=N\NC(=O)CSc2nc3ccccc3n2C)ccc1O
[26] Cc1cc(C)cc(C(=O)NC2CC(C)(C)NC(C)(C)C2)c1
[27] NC(=O)Cn1c(=O)n(CCC(=O)NCCSCc2ccccc2)c(=O)c2ccccc21
[28] O=C(O)C1CCCCN1C(=O)c1ccc(S(=O)(=O)N2CCCCCC2)cc1 (stereo unspecified)
[29] NC(=O)Cn1cc(C(=O)c2cccs2)c2ccccc21
[30] O=C(CCN1C(=O)c2ccccc2C1=O)C1=NN[C@@H]2C(=O)N(c3ccc(F)cc3)C(=O)[C@H]12

compound no.	25	26	27	28	29	30
NR3A LBD binder	4	-2	0	-2	1	-11
APJ antag	-3	15	-5	4	0	-1
APJ agonist	-6	-4	-2	-2	-3	0
TIM10 inh	2	-8	-10	-1	-11	-4
MPTP inh	0.1	-0.1	2.0	-0.7	-3.7	-0.6
tim23-1 inh	-3	7	4	-3	1	19
NLRP3 yeast inh	-2	13	5	-1	-8	23
beta cell repl	8	-2	2	-1	-1	0
tim10-1 inh	8	-8	3	9	-7	8

[31] Cc1csc(NC(=O)NCC2CCCC(CNC(=O)Nc3nc(C)cs3)C2)n1 (stereo unspecified)
[32] Cc1ccsc1C(=O)NNC(=O)c1cccc(S(=O)(=O)N2CCCC2)c1
[33] Cc1ccc(CNC(=O)Cn2cnc3c(NCc4ccccc4)ncnc32)o1
[34] COC(=O)c1sccc1NC(=O)CCC1CCCC1
[35] O=C(CN(Cc1ccccc1)S(=O)(=O)c1ccccc1)N1CCOCC1
[36] CS(=O)(=O)N(CC(=O)NCc1ccco1)c1cc(C(F)(F)F)ccc1Cl

compound no.	31	32	33	34	35	36
NR3A LBD binder	-8	0	3	1	-1	0
APJ antag	-5	6	x	3	-9	-14
APJ agonist	-4	-4	x	2	-3	0
TIM10 inh	-13	10	1	4	-2	-9
MPTP inh	-0.7	-2.4	0.3	2.2	0.4	0.1
tim23-1 inh	13	8	33	14	10	0
NLRP3 yeast inh	0	14	x	34	-5	2
beta cell repl	0	-2	x	-2	2	-2
tim10-1 inh	11	7	15	17	16	-6

Overlap with the part before: four compounds, then new ones.
[33] Cc1ccc(CNC(=O)Cn2cnc3c(NCc4ccccc4)ncnc32)o1
[34] COC(=O)c1sccc1NC(=O)CCC1CCCC1
[35] O=C(CN(Cc1ccccc1)S(=O)(=O)c1ccccc1)N1CCOCC1
[36] CS(=O)(=O)N(CC(=O)NCc1ccco1)c1cc(C(F)(F)F)ccc1Cl
[37] Cc1ccc(C2(c3ccc(C)cc3)NC(=O)N(Cc3c(C)noc3C)C2=O)cc1
[38] Cc1c(OC(C)C(=O)NCC2CCC(C(=O)O)CC2)ccc2c(-c3ccccc3)cc(=O)oc12 (stereo unspecified)
[39] Cc1cc(N2C(=O)C3CC=CCC3C2=O)cc(C)c1Br (stereo unspecified)
[40] COc1cc(/C=C2\N=C(c3ccccc3)NNC2=O)cc(OC)c1OC
[41] CCn1cc(C(=O)NCc2cccnc2)c(=O)c2cc(F)c(N3CCN(C(=O)c4ccco4)CC3)cc21
[42] COc1ccc(S(=O)(=O)N(C(=O)c2ccncc2)c2ccc(OC(=O)c3ccncc3)cc2)cc1

compound no.	33	34	35	36	37	38	39	40	41	42
NR3A LBD binder	3	1	-1	0	1	2	0	1	0	0
APJ antag	x	3	-9	-14	2	7	6	6	-10	7
APJ agonist	x	2	-3	0	3	-3	-6	-1	4	-3
TIM10 inh	1	4	-2	-9	7	2	-14	-3	-5	-56
MPTP inh	0.3	2.2	0.4	0.1	-2.6	-1.9	-7.4	-0.7	-0.4	-0.9
tim23-1 inh	33	14	10	0	16	3	-13	-4	-3	-2
NLRP3 yeast inh	x	34	-5	2	9	1	10	12	15	18
beta cell repl	x	-2	2	-2	-3	1	-4	0	-4	-1
tim10-1 inh	15	17	16	-6	24	-10	-15	-6	2	-8

[43] Cc1cccn2c(=O)c(/C=N/O)c(NCc3ccccc3)nc12
[44] COC(=O)CC1COc2ccccc2N1S(=O)(=O)c1ccc(OC)cc1 (stereo unspecified)
[45] COc1ccc(NC(=O)C2CCN(c3nc(C)nc4c3CCC4)CC2)cc1
[46] COc1cc(NC(=O)Cn2cnc3c(SC)nc(N)nc32)cc(OC)c1OC
[47] Cc1cccc2nc(CSc3nncn3-c3ccccc3)cn12
[48] CN(C)S(=O)(=O)c1ccc(C(=O)Nc2ccc3nc(N4CCOCC4)sc3c2)cc1

compound no.	43	44	45	46	47	48
NR3A LBD binder	-3	-2	0	-1	0	-1
APJ antag	22	12	7	8	18	4
APJ agonist	-4	-2	0	8	-2	2
TIM10 inh	-49	-4	-4	14	-16	15
MPTP inh	13	-0.8	9.0	6.1	-14	-1.0
tim23-1 inh	0	12	25	10	6	-1
NLRP3 yeast inh	9	5	10	5	11	12
beta cell repl	-2	-2	1	-1	-2	-1
tim10-1 inh	0	9	13	-1	-1	-8

[49] COc1ccc(Br)cc1C(=O)NC(=S)Nc1ccc2[nH]c(=O)[nH]c2c1
[50] C/C(=N/Nc1ncc(C(F)(F)F)cc1Cl)c1ccncc1
[51] C=CCN(c1ccccc1)S(=O)(=O)c1cccc(C(=O)Nc2cccc(C)n2)c1
[52] O=S(=O)(c1ccc(NC(=S)NN=C(Cc2ccccc2)Cc2ccccc2)cc1)N1CCOCC1
[53] N=C(N)c1ccc(N)cc1
[54] Cc1c(NC(=O)COC(=O)c2ccc(O)cc2)c(=O)n(-c2ccccc2)n1C

compound no.	49	50	51	52	53	54
NR3A LBD binder	-2	0	-1	-6	0	0
APJ antag	28	-7	21	4	8	5
APJ agonist	-1	-2	0	1	-1	0
TIM10 inh	7	9	-11	21	6	-1
MPTP inh	3.3	-1.7	1.3	0.6	0.6	-2.0
tim23-1 inh	-5	0	19	22	-16	-3
NLRP3 yeast inh	24	23	15	19	19	-6
beta cell repl	-3	7.8*	-2	-2	-5	-2
tim10-1 inh	-8	-8	6	24	9	1

[55] CCC(=O)NNc1ncnc2c1cnn2C
[56] O=[N+]([O-])c1ccc(N=Nc2ccc(O)cc2O)cc1
[57] CC(=O)N/N=C/c1ccccc1OCCOc1cccc(C)c1
[58] O=C(NCC(c1ccco1)N1CCCC1)c1ccc(S(=O)(=O)Nc2ccccc2Cl)cc1 (stereo unspecified)
[59] O=C(O)COc1ccc(F)cc1Br
[60] COc1ccc(CNC(=O)Cn2cnc3c(NCc4ccccc4)ncnc32)cc1
[61] CCC(C)[C@H](NC(=O)NCc1cccs1)C(=O)OC (stereo partly specified)
[62] CCOC(=O)C1CCN(C(=O)COc2ccc(Br)cc2C)CC1

compound no.	55	56	57	58	59	60	61	62
NR3A LBD binder	2	0	-1	-1	1	2	0	0
APJ antag	-14	-3	2	7	-5	x	17	-2
APJ agonist	-5	-11	-3	-3	-3	x	-4	-1
TIM10 inh	-5	26	47*	6	3	-5	-3	6
MPTP inh	-2.2	84*	-0.2	-0.9	-0.4	-1.5	-0.4	-1.6
tim23-1 inh	-1	42	49	6	6	31	-1	23
NLRP3 yeast inh	1	29	17	3	8	x	-1	13
beta cell repl	4	-6	-1	-1	-1	x	-1	1
tim10-1 inh	10	59*	10	7	-1	15	-2	12
